# U2OS ROS induce – raises reactive oxygen species in U2OS cancer cells; U2OS ROS induction, H2DCF-DA fluorescence; ROS induction (% of piperlongumine), % at 10 µM; hit rate 2% among 46,000; AID 624156; in the data active = ROS induction above about 79%, passing the limit was not always enough;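 also: 0% = DMSO vehicle median and 100% = reference compound median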
# Starred values were filed as active, the others as inactive. Some of the compounds tested. The share of hits here may be higher or lower than overall.
SMILES,U2OS ROS induce
C[C@H]1CN([C@@H](C)CO)C(=O)c2cc(NC(=O)NC3CCCCC3)ccc2O[C@@H]1CN(C)CC1CCCCC1,-5
COC(=O)C1=CO[C@@H](O[C@@H]2O[C@H](CO)[C@@H](O)[C@H](O)[C@H]2O)[C@H]2[C@@H]1[C@H](O)C[C@]2(C)O,-4
Cc1cccc2c1N(C)C(=O)C2(O)CC(=O)c1ccco1 (stereo unspecified),-1
C[C@H](CO)N1C[C@H](C)[C@H](CN(C)Cc2ccc(F)cc2)Oc2ncc(-c3cccc(F)c3)cc2C1=O,23
N#C/C(=C\N1CCCCC1)S(=O)(=O)c1ccc(Cl)cc1,20
COc1ccc2[nH]cc(CCNC(C)=O)c2c1,10
COc1ccc(S(=O)(=O)Nc2cccc3c2O[C@@H](CN(C)C(=O)Nc2cccc4ccccc24)[C@H](C)CN([C@H](C)CO)C3=O)cc1,0
C[C@H]1CN([C@@H](C)CO)C(=O)c2cccc(NC(=O)C3CC3)c2O[C@H]1CN(C)C(=O)Nc1cccc2ccccc12,-5
COCc1cc(=O)[nH]c(SCC(=O)C(C)(C)C)n1,4
CNC[C@@H]1Oc2c(N)cccc2C(=O)N([C@H](C)CO)C[C@H]1C,-6
O=C1O[C@@H](c2ccccc2)[C@@H](c2ccccc2)N2[C@@H](c3ccc(OCCO)cc3)[C@]3(C(=O)Nc4ccccc43)[C@@H](C(=O)NC[C@H](O)c3ccccc3)[C@H]12,103*
CCN(CC)CCN1C2=C(C(=O)CC(C)(C)C2)C(c2cccc(F)c2)C2=C1CC(C)(C)CC2=O,29
CCNc1nc(NC(C)(C)C)nc(N(C#N)CC(=O)OC)n1,-45
CCn1c(-c2ccccc2)ccc1C(O)C(F)(F)F (stereo unspecified),-11
O=C(Cn1cc(C(=O)c2cccs2)c2ccccc21)Nc1ccc(Br)cc1,-9
C[C@@H]1CN([C@H](C)CO)C(=O)c2cc(NC(=O)Cn3cnnn3)ccc2O[C@H]1CN(C)C,-8
C[C@@H]1CN([C@H](C)CO)C(=O)c2cc(NC(=O)Nc3ccc4c(c3)OCO4)ccc2O[C@H]1CN(C)Cc1ccncc1,16
CC(C)NC(=O)Nc1ccc2c(c1)C(=O)N([C@@H](C)CO)C[C@H](C)[C@H](CN(C)Cc1ccc3c(c1)OCO3)O2,5
C[C@@H]1CN([C@@H](C)CO)C(=O)c2cccc(NC(=O)Nc3ccc(C(F)(F)F)cc3)c2O[C@H]1CN(C)C(=O)Nc1cccc2ccccc12,5
C[C@@H]1CN([C@@H](C)CO)C(=O)c2cc(NC(=O)CCCN(C)C)ccc2O[C@H]1CN(C)C,-6
Cc1cc(OCC(=O)NCc2cccnc2)c(C)cc1Br,37
COc1ccc(S(=O)(=O)Nc2ccc3c(c2)C(=O)N([C@@H](C)CO)C[C@H](C)[C@H](CN(C)Cc2ccc(C(=O)Nc4ccccc4N)cc2)O3)cc1,-12
COc1cc(Br)c(/C=N/NC(=O)c2cccc(C(=O)NO)c2)cc1OC,-8
CCCCN1C(=O)C(O)(CC(=O)c2ccccn2)c2ccccc21 (stereo unspecified),-11
NC(=O)CSc1nnc(-c2ccncc2)n1-c1cccc(C(F)(F)F)c1,-2
C[C@@H]1CN([C@H](C)CO)C(=O)c2cccc(NC(=O)c3ccc(-c4nccs4)cc3)c2O[C@@H]1CN(C)C(=O)Nc1ccc2c(c1)OCO2,-7
COc1ccc(Cl)cc1-n1c(Cn2ncc3ccccc3c2=O)n[nH]c1=S,-14
C[C@H](CO)N1C[C@H](C)[C@H](CN(C)Cc2ccncc2)Oc2ccc(NC(=O)Nc3ccc(F)cc3)cc2CC1=O,2
Cc1ccc(NC(=O)COc2ccc(Cl)cc2C)c([N+](=O)[O-])c1,9
COc1ccc(C#Cc2ccc3c(c2)[C@]2(C(=O)N3)[C@H](C(=O)Nc3nc4ccccc4s3)[C@H]3C(=O)O[C@H](c4ccccc4)[C@H](c4ccccc4)N3[C@@H]2c2ccccc2OCCO)cc1,-6
Cn1nccc1C(=O)NCCN1C(=O)OC2(CCCCC2)C1(C)O (stereo unspecified),-9
C[C@H]1CN([C@@H](C)CO)C(=O)c2cc(NC(=O)CCC(F)(F)F)ccc2O[C@H]1CN(C)Cc1ccncc1,-12
Cc1c(Cl)cccc1NC(=O)Cn1cc(C(=O)c2ccccc2)c2ccccc21,3
CCOc1cccc(/C=N/NC(=O)c2ccccn2)c1OCC,-2
C[C@H]1CN([C@@H](C)CO)C(=O)c2cccc(NS(=O)(=O)c3ccc(F)cc3)c2O[C@@H]1CN(C)CC1CCCCC1,-3
Cc1c2c(nc3c(C(=O)NC4CCCC(C)C4C)cnn13)CCCC2 (stereo unspecified),90*
C[C@H]1CN([C@@H](C)CO)C(=O)c2cc(NS(=O)(=O)c3cn(C)cn3)ccc2O[C@@H]1CN(C)CC1CC1,4
C[C@@H]1CN([C@H](C)CO)C(=O)c2cc(NS(=O)(=O)c3cccs3)ccc2O[C@H]1CN(C)Cc1ccc2c(c1)OCO2,63
CC(C)=CCc1cc(O)ccc1O[C@@H]1O[C@H](CO)[C@@H](O)[C@H](O)[C@H]1O,0
Cc1noc(C)c1NC(=O)Nc1ccc2c(c1)CC(=O)N([C@H](C)CO)C[C@@H](C)[C@@H](CN(C)Cc1ccc(C(=O)Nc3ccccc3N)cc1)O2,6
Cc1ccc(S(=O)(=O)NCc2ccccc2)cc1,-4
CC(=O)Nc1ccc(NC(=O)Cn2cc([N+](=O)[O-])cn2)cc1,-11
C=C(C(=O)O[C@H]1C[C@]2(C)C(C(C=O)CC[C@H]2O)[C@H]2OC(=O)C(=C)[C@H]12)C(O)CO (stereo partly specified),1
COC(=O)c1ccc(/C=C2/Oc3ccccc3N(Cc3ccccc3F)C2=O)cc1,9
O=C(Cn1cnc2ccccc2c1=O)Nc1cc(Cl)c(Cl)cc1Cl,22
CC1CCCCN1S(=O)(=O)c1ccc(N)cc1 (stereo unspecified),-8
C[C@@H]1CN([C@@H](C)CO)C(=O)c2cc(NC(=O)Nc3ccccc3)ccc2O[C@@H]1CN(C)S(=O)(=O)c1ccccc1,-11
C[C@@H]1CN([C@@H](C)CO)C(=O)c2cc(NC(=O)C3CCCCC3)ccc2O[C@H]1CN(C)C(=O)Nc1cccc2ccccc12,13
O=C(CCN1C(=O)c2ccccc2C1=O)Nc1ccc2c(c1)OCCO2,-8
C[C@@H]1CN([C@H](C)CO)C(=O)c2cc(NC(=O)c3ccncc3)ccc2O[C@@H]1CN(C)C(=O)Nc1ccc(F)cc1,1
COc1cccc(C(=O)NCC2(c3ccccc3)CCCC2)c1,-11
CC(C)C(=O)Nc1ccc(-c2nc3cccnc3s2)cc1,8
Cc1ccc(Cn2c(C)c3cn[nH]c(=O)c3c2C)cc1,-5
Cn1cc(S(=O)(=O)Nc2ccccc2N2CCOCC2)c(C(F)(F)F)n1,-15
CNC[C@H]1Oc2ccc(NC(=O)Nc3ccccc3)cc2C(=O)N([C@H](C)CO)C[C@H]1C,-1
CC(=O)Nc1ccc(NC(NC(=O)c2cccs2)C(=O)c2ccccc2)cc1 (stereo unspecified),-6
C[C@@H]1CN([C@H](C)CO)C(=O)c2cc(NC(=O)Cc3cn(C)c4ccccc34)ccc2O[C@H]1CN(C)Cc1ccncc1,0
Cc1noc(C)c1NC(=O)Nc1ccc2c(c1)CC(=O)N([C@H](C)CO)C[C@@H](C)[C@H](CN(C)Cc1ccncc1)O2,0
COC(=O)c1ccccc1NC(=O)CSc1nnc(-c2cccnc2)n1-c1ccccc1,5
CC1(C)C=Cc2c(cc3occ(-c4ccc5c(c4)OCO5)c(=O)c3c2O)O1,15

# Next part:
SMILES,U2OS ROS induce
N#Cc1ccc(C#N)c(-c2ccccc2)c1,16
C[C@H]1CN([C@@H](C)CO)C(=O)Cc2cc(NS(=O)(=O)c3cn(C)cn3)ccc2O[C@H]1CN(C)Cc1ccccc1,-5
COc1ccc(OC)c(C(=O)c2ccc(C(=O)NCc3nc(-c4ccccc4)cs3)cc2)c1,-13
Cc1cc(C)c(S(=O)(=O)N(CC#N)CC#N)c(C)c1,-9
O=C(NO)c1ccc(C(=O)N/N=C/c2ccc[nH]2)cc1,11
c1ccc2c(c1)CCCC2C1=NCCN1 (stereo unspecified),-4
CCOC(=O)c1sc2nc(C)nc(N3CCC(C)CC3)c2c1C,3
C[C@H](CO)N1C[C@H](C)[C@H](CN(C)S(=O)(=O)c2ccc(Cl)cc2)Oc2ccc(NC(=O)C3CC3)cc2C1=O,4
C[C@@H]1CN([C@H](C)CO)C(=O)c2cccc(NC(=O)c3nc4ccccc4s3)c2O[C@@H]1CN(C)CC1CC1,12
COc1ccc2c(c1)C(=O)/C(=C/c1ccc(N(C)C)cc1)CC2,122*
C=C[C@@]1(C)C[C@@]2(OC[C@@]3(C)O[C@@H]23)Oc2c1c(=O)oc1cccc(C)c21,10
CCc1cccc(C)c1NC(=O)C1COc2ccccc2O1 (stereo unspecified),-19
CC(C)NC(=O)N(C)C[C@@H]1OCCCC[C@@H](C)Oc2ccc(NC(=O)CCC(F)(F)F)cc2C(=O)N([C@H](C)CO)C[C@@H]1C,1
COc1ccc(NC(=O)N(C)C[C@H]2Oc3c(NS(=O)(=O)c4cccs4)cccc3C(=O)N([C@@H](C)CO)C[C@@H]2C)cc1,-8
Cc1ccc(S(=O)(=O)Nc2ccc3c(c2)C(=O)N([C@@H](C)CO)C[C@@H](C)[C@@H](CN(C)Cc2ccc(C(=O)O)cc2)O3)cc1,-2

# Part of the list above in order of number of heavy atoms, descending:
SMILES,U2OS ROS induce
CC(C)NC(=O)N(C)C[C@@H]1OCCCC[C@@H](C)Oc2ccc(NC(=O)CCC(F)(F)F)cc2C(=O)N([C@H](C)CO)C[C@@H]1C,1
COc1ccc(NC(=O)N(C)C[C@H]2Oc3c(NS(=O)(=O)c4cccs4)cccc3C(=O)N([C@@H](C)CO)C[C@@H]2C)cc1,-8
Cc1noc(C)c1NC(=O)Nc1ccc2c(c1)CC(=O)N([C@H](C)CO)C[C@@H](C)[C@H](CN(C)Cc1ccncc1)O2,0
C[C@H]1CN([C@@H](C)CO)C(=O)Cc2cc(NS(=O)(=O)c3cn(C)cn3)ccc2O[C@H]1CN(C)Cc1ccccc1,-5
C[C@@H]1CN([C@H](C)CO)C(=O)c2cccc(NC(=O)c3nc4ccccc4s3)c2O[C@@H]1CN(C)CC1CC1,12
COc1ccc(OC)c(C(=O)c2ccc(C(=O)NCc3nc(-c4ccccc4)cs3)cc2)c1,-13
COC(=O)c1ccccc1NC(=O)CSc1nnc(-c2cccnc2)n1-c1ccccc1,5
CC1(C)C=Cc2c(cc3occ(-c4ccc5c(c4)OCO5)c(=O)c3c2O)O1,15
C=C[C@@]1(C)C[C@@]2(OC[C@@]3(C)O[C@@H]23)Oc2c1c(=O)oc1cccc(C)c21,10
COc1ccc2c(c1)C(=O)/C(=C/c1ccc(N(C)C)cc1)CC2,122*
CCc1cccc(C)c1NC(=O)C1COc2ccccc2O1 (stereo unspecified),-19
O=C(NO)c1ccc(C(=O)N/N=C/c2ccc[nH]2)cc1,11
Cc1cc(C)c(S(=O)(=O)N(CC#N)CC#N)c(C)c1,-9
N#Cc1ccc(C#N)c(-c2ccccc2)c1,16
c1ccc2c(c1)CCCC2C1=NCCN1 (stereo unspecified),-4

# Continued:
SMILES,U2OS ROS induce
NC(N)=NCc1cccc(I)c1,3
C[C@H]1CN([C@@H](C)CO)C(=O)CCCn2nncc2CO[C@H]1CN(C)S(=O)(=O)c1ccc(-n2cccn2)cc1,17
COC(=O)c1cc2sc(Cl)cc2n1CC(=O)N1CCCc2ccccc21,11
Cc1ccc(S(=O)(=O)Nc2ccc3c(c2)C(=O)N([C@@H](C)CO)C[C@H](C)[C@H](CN(C)CC2CCCCC2)O3)cc1,-4
C[C@@H]1CN([C@@H](C)CO)C(=O)c2cc(NC(=O)c3ccncc3)ccc2O[C@H]1CN(C)S(=O)(=O)c1cccs1,-8
CCC(C)C(O)C(C)(O)/C=C/C1=CC2=C(Cl)C(=O)C(C)(O)C(O)C2CO1 (stereo unspecified),3
COC(=O)CCCCCCC(=O)N/N=C/c1ccc(Oc2ccccc2)cc1,-8
COc1ccc(NC(=O)C(C)n2sc3ccccc3c2=O)cc1 (stereo unspecified),-8
COc1ccc(NC(=O)N(C)C[C@@H]2Oc3ccc(NC(=O)Cc4ccccc4)cc3CC(=O)N([C@@H](C)CO)C[C@@H]2C)cc1,-7
C[C@@H]1CN([C@@H](C)CO)C(=O)c2cccc(NC(=O)Nc3ccc(F)cc3)c2O[C@H]1CN(C)CC1CCCCC1,7
O=C(COc1ccc(Cl)cc1Cl)Nc1ccc2oc(-c3ccncc3)nc2c1,-20
CCOc1ccccc1C(=O)NCc1cn2ccccc2n1,5
O=c1oc(-c2ccccc2Br)nc2sc3c(c12)CCC3,32
COc1ccc(CN(C)C[C@H]2Oc3c(NC(=O)Nc4ccc(OC)cc4)cccc3C(=O)N([C@H](C)CO)C[C@H]2C)cc1,8
C[C@@H]1CN([C@@H](C)CO)C(=O)c2cc(NC(=O)Nc3ccc4c(c3)OCO4)ccc2O[C@@H]1CN(C)Cc1ccc(-c2ccccc2)cc1,2
C[C@@H]1CN([C@H](C)CO)C(=O)Cc2cc(NC(=O)C3CC3)ccc2O[C@H]1CN(C)C(=O)NC1CCCCC1,-2
O=c1n(CCSc2nnnn2-c2ccccc2)nnn1-c1ccccc1,-4
C[C@H]1CN([C@@H](C)CO)C(=O)CCCn2nncc2CO[C@@H]1CN(C)Cc1ccc2c(c1)OCO2,21
C[C@@H]1CN([C@@H](C)CO)C(=O)Cc2cc(NS(=O)(=O)c3ccccc3)ccc2O[C@@H]1CN(C)C,-3
CC(C)NC(=O)N(C)C[C@H]1Oc2c(NS(=O)(=O)c3ccc(F)cc3)cccc2C(=O)N([C@@H](C)CO)C[C@@H]1C,-6
CCOC(=O)c1sc(=NC(=O)c2ccc(OCC)cc2)n(C)c1C,-12
COc1ccc(-n2c(SCCCN3C(=O)c4cccc5cccc(c45)C3=O)nnc2-c2ccncc2)cc1,88*
COc1ccc(S(=O)(=O)Nc2cccc3c2O[C@@H](CN(C)C(=O)Nc2cccc4ccccc24)[C@H](C)CN([C@@H](C)CO)C3=O)cc1,-7
Cc1ccc(S(=O)(=O)Nc2cccc3c2O[C@@H](CN(C)Cc2ccc(Oc4ccccc4)cc2)[C@@H](C)CN([C@@H](C)CO)C3=O)cc1,-1
